# TCR-CD3 inh = inhibitors of human TCR-CD3 interaction, primary screen, biochemical, fluorescence, TAMRA-labeled TCR probe. T-cell receptor (TCR). 360,000 tested, 0.37% active. inhibition, % at 9.4 µM; in the data active = inhibition above about 19%;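 also: recombinant mutant TCR 2C K166C tagged with TAMRA read by polarization; 0% = receptor in buffer alone and 100% = receptor with positive control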
# MBD2 inh = inhibitors of MBD2 binding to methylated DNA, primary screen, biochemical, TR-FRET, DNA-binding domain, human; Methyl-CpG-binding domain protein 2 (Homo sapiens), Q9UBB5; MBD2 binding to methylated oligonucleotide; inhibition, % at 4.4 µM; 370,000 tested, 0.31% active; AID 686964, 2013; in the data active = inhibition above about 13%
# Tn6 DDE FP = inhibitors of Tn6 peptide binding to fibrin DD(E), primary screen, biochemical, fluorescence polarization, human fibrin, Tn6 probe; Fibrinogen beta chain (Homo sapiens), P02675; Fibrin DD(E) TRITC-Tn6 fluorescence polarization displacement; 370,000 tested, 0.21% active; inhibition, % at 8.3 µM;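 active = inhibition above a per-campaign cutoff: mean of compounds within control limits plus 3 SD, cut at about 15% in these data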;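 also: 0% = median of all compound wells on the plate and 100% = blocking peptide control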
# TDP2 absorb = human TDP2 enzyme inhibitors, primary screen, biochemical, epi absorbance, recombinant enzyme. Tyrosyl-DNA phosphodiesterase 2 (Homo sapiens), O95551. T5PNP hydrolysis, p-nitrophenol absorbance 415 nm. inhibition, % at 12.8 µM. 370,000 tested, 0.34% active. AID 720702, 2013;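 active = inhibition above the mean of all tested compounds plus 3 SD, set per campaign, cut at about 25% in these data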;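 also: 0% = DMSO with enzyme and 100% = buffer with substrate but no TDP2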
#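 System – recombinant human TDP2 · Quantity – TDP2 enzyme at 120 nM final · Doses – single concentration, 12.8 µM nominal, with 1% DMSO · Incubation – 2 h at 37 °C · Measured by – epi absorbance of p-nitrophenol freed from T5PNP by hydrolysis · Read-out – % inhibition relative to enzyme-containing and enzyme-free wells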
# PRMT1 FP inh = PRMT1 methyltransferase inhibitors, primary screen, biochemical, fluorescence polarization; Protein arginine N-methyltransferase 1 (Homo sapiens), Q99873; recombinant PRMT1, activity-based probe fluorescence polarization; inhibition, % at 2.79 µM; 370,000 tested, 1.3% active; AID 652257, 2013;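 active = inhibition above about 21% made by adding two undisclosed values, limit read from the data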
# UHRF1 binding = UHRF1 methylated DNA binding inhibitors, primary screen, counter-screen for MBD2 inhibitor project, biochemical, TR-FRET, human UHRF1, single concentration; 370,000 tested, 0.75% active; UHRF1 binding to methylated oligo; AID 687016, 2013; inhibition, % at 4.4 µM; E3 ubiquitin-protein ligase UHRF1 (Homo sapiens), Q96T88; in the data active = inhibition above about 21%;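 also: UHRF1 SRA domain binding a hemimethylated CpG hairpin DNA probe; 0% = median of test compound wells and 100% = reference inhibitor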
# Target sequence (Q96T88 whole entry, looked up, the tested form may be a part): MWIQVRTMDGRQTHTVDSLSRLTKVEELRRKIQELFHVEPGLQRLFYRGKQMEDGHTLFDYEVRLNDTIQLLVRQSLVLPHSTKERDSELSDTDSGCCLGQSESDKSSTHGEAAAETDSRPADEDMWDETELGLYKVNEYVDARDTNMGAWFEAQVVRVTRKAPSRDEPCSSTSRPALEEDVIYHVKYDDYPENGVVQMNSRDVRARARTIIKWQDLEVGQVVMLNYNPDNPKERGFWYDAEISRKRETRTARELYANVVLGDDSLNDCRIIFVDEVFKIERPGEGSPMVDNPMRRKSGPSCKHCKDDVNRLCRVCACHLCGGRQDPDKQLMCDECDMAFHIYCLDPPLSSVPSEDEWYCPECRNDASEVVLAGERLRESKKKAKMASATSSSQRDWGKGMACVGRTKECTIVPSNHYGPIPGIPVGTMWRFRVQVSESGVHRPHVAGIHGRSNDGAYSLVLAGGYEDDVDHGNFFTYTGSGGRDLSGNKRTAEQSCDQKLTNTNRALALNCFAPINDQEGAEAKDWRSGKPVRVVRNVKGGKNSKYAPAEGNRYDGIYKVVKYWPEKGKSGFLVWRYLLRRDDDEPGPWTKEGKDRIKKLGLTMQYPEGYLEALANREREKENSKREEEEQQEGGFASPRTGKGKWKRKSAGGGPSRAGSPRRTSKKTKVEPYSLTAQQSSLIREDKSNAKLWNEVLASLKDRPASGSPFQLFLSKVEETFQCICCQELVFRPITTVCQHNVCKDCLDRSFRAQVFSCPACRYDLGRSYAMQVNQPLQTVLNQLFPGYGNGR
# SIAE inh = human SIAE inhibitors, primary screen, biochemical, fluorescence polarization, FP-Rh probe, 1536-well HTS; 370,000 tested, 0.69% active; Sialate O-acetylesterase (Homo sapiens), Q9HAT2; SIAE FP-Rh probe binding; inhibition, % at 9.66 µM; AID 1053197, 2014;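 active = inhibition above a cutoff: mean of compounds within the control limits plus 3 SD of those, cut at about 17% in these data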;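 also: 0% = plate median of compound wells and 100% = probe without SIAE protein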
# LEDGF integ inh = blockers of LEDGF/p75-dependent integrase strand transfer – biochemical, TR-FRET, high throughput, primary screen. TR-FRET IN-LEDGF/p75 DNA integration, Eu/Cy5. inhibition, % at 3.7 µM. 370,000 tested, 0.64% active. AID 743269, 2014;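 active = inhibition above the screen-wide mean plus 3 SD, cut at about 13% in these data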;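 also: signal is the Cy5 over europium emission ratio at 671 and 618 nm; 0% = plate median of compound wells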
# KLK7 zymogen act = proKLK7 zymogen activators, primary screen, biochemical, fluorescence intensity; Kallikrein-7 (Homo sapiens), P49862; purified proKLK7, EDANS-DABCYL substrate fluorescence; 100% is mature enzyme control, 0% vehicle; activation, % at 7 µM; 370,000 tested, 0.9% active;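 active = activation above the mean of all tested compounds plus 3 SD, computed per campaign excluding outliers beyond control limits, cut at about 13% in these data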
# Target sequence (P49862 whole entry, looked up): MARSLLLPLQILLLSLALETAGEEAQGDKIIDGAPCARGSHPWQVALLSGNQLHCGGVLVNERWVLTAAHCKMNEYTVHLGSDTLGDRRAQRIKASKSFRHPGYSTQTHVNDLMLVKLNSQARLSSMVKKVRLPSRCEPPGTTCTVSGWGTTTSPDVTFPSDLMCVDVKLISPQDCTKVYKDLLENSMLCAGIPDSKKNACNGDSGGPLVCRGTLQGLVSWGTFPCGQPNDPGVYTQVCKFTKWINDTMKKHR
# Tn7 DDE FP = inhibitors of Tn7 peptide binding to fibrin DD(E), primary screen, biochemical, fluorescence polarization, human fibrin, Tn7 probe | inhibition, % at 8.3 µM | 370,000 tested, 0.13% active | FP displacement of FITC-Tn7 peptide from fibrin DD(E); 0% = median of compound wells per plate | AID 720508, 2013 | Fibrinogen beta chain (Homo sapiens), P02675;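 active = inhibition above the mean of compounds falling within the control limits plus 3 SD of them, cut at about 14% in these data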;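 also: 0% = plate median of compound wells and 100% = 10 µM Aha-Tn7 peptide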
#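 Assay system: Human fibrin DD(E) protein | Medium: Tris buffer with calcium and detergent, pH 7.8 | Reagent: 0.1 µM fluorescent Tn7 | Compound dosing: Single point at 8.3 µM | Times: 10 min preincubation, 3 h with tracer, room temperature | Detection: Fluorescence polarization of the labelled Tn7 tracer | Controls: Aha-Tn7 high control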
# Active calls of the source: *; & = joins results of further samples.
# Below each SMILES – Tn6 DDE FP, PRMT1 FP inh, KLK7 zymogen act, TDP2 absorb, Tn7 DDE FP, SIAE inh, UHRF1 binding, MBD2 inh, LEDGF integ inh, TCR-CD3 inh
CC(=O)Nc1ccc(S(=O)(=O)N2CCN(S(=O)(=O)N3CCCCCC3)CC2)cc1
    -3, -1, -0.5, 0, -1, 6, 2, 4, 4, 1
Cc1ccc(S(=O)(=O)N2c3ccccc3OCC2c2ccccc2)cc1 (stereo not drawn)
    4, -1, 0.7, -6, -8, -1, -1, 5, -1, 2
COc1ccc(-c2sc3cc4c(cc3c2C#Cc2cncn2C)OCO4)cc1
    -1, 0, -5.4, 13, 1, 5, -2, -1, -6, 0
COc1cc(C=O)ccc1OS(=O)(=O)c1ccccc1[N+](=O)[O-]
    -7, 0, -0.3, 3, 3, 1, 2, -2, 2, -3
C/C(=N\NS(=O)(=O)c1ccc(C)cc1)c1ccc(C)s1
    3, -1, 0.6, -13, -7, 1, 5, -3, 1, 1
CCC(C)(NC(=O)c1ccc(=O)[nH]c1)C(=O)NC1CCCC1 (stereo not drawn)
    4, -4, 0.3, -7, -2, 2, 1, -4, 5, -5
CS(=O)(=O)c1ccc(C(=O)OCc2nnc(-c3ccccc3)o2)cc1[N+](=O)[O-]
    -4, 2, 0.2, -6, 1, 11, 0, 1, 1, 8
Cc1nnc2ccc(-c3ccc(NC(=O)c4ccco4)cc3)nn12
    2, 0, 4.1, 14, -6, -6, -4, 0, 0, 4
CC1(C)Cc2c(c(N3CCOCC3)nc3snc(N)c23)CO1
    6, -3, 2.7, -1, 4, 1, -1, 3, -1, 4
COc1ccccc1-c1nnc(-c2ccc(C)cc2)o1
    -4, -6, -0.2, -14, 1, 4, -6, 3, 5, -4
Cc1ccc(OCCCCn2cnc3ccccc32)c(C)c1
    -7, 1, 0.1, 10, 3, 0, 0, -1, 7, 0
Cc1ccc(NC2CCCN(C(=O)CSc3ccccn3)C2)cc1C (stereo not drawn)
    3, 15, 0.4, -4, -4, 6, -4, 2, -2, 10
COc1ccc(OC)c(/C=N\Nc2nccs2)c1
    1, -2, -0.8, 3, 2, 18*, -5, 3, -2, 2
COc1ccccc1N1C(N)=NC(N)=NC12CCCCC2
    -2, 0, 0.4, 3, -9, -6, -1, 0, 0, 4
O=C(CC[C@H]1O[C@@H](n2ccc(=O)[nH]c2=O)[C@H](O)[C@@H]1O)N[C@H](Cc1ccccc1)C(=O)NC1CCCCC1
    -3, 0, 0.0, -6, -6, 3, 1, -4, 1, -10
CCC(C)NC(=O)C1c2ccccc2C(=O)N(c2ccc(OC)cc2)C1c1ccc(OC)cc1 (stereo not drawn)
    -1, -2, 0.4, 8, -6, -2, -3, -2, 2, 1
CC1CCN(C(=O)c2ccc3c(c2)NC(=O)CN3)CC1
    -4, -1, -0.3, 16, 4, -28, -2, 3, 0, -22
COc1ccc(S(=O)(=O)N2CCc3ccccc32)cc1C(=O)OCC(=O)c1c(N)n(C)c(=O)n(C)c1=O
    -2, 5, 0.2, -13, 4, -3, 3, -3, -9, 1
Cc1ccc(NC(=O)CCn2cnc3cc(C)c(C)cc32)cc1
    9, -4, -0.1, 0, -5, 7, 2, 9, 0, -11
COc1cc(C(=O)O[C@H]2C/C(C)=C/CC[C@@]3(C)O[C@@H]3[C@H](O)[C@@H]2C(C)C)cc(OC)c1OC
    12, -2, 0.2, -15, 0, -3, -1, -2, -3, 5
Nc1c(-c2ccccc2Cl)cnn1-c1cccc([N+](=O)[O-])c1
    2, -2, 0.1, -3, -2, 75*, 0, 3, -1, 0
Cc1ccccc1-c1cc2c(nn1)-c1ccccc1C2=O
    -6, 3, -0.4, 63*, 3, 3, 4, -7, 61*, -3
COc1cccc(NC(=S)N(Cc2ccc(C)cc2)Cc2ccccn2)c1
    0, 2, -0.6, -2, 1, 4, 3, -7, 0, -7
CCCCc1c(-c2ccccc2OC)ncn1C(C)c1ccc(Cl)cc1 (stereo not drawn)
    -9, 6, -0.4, -2, 3, 4, -2, -4, 1, -2
Cc1ccc2c(c1)NC(c1cccs1)C1=C(CC(C)(C)CC1=O)N2 (stereo not drawn)
    -2, 2, -0.3, -10, 1, 5, 1, 4, -2, 1
COc1ccc2c(c1OC)C(=O)N1C2SC(C)(C)[C@H]1C(=O)NCC(C)C (stereo partly drawn)
    1, 0, -4.1, 23, 1, 3, 9, -6, 2, 6
CCCCN(C(=O)CSc1nnc(-c2ccc(Cl)cc2)o1)c1c(N)n(CC(C)C)c(=O)[nH]c1=O
    9, -1, 0.0, 3, -3, -3, 1, 1, -1, 8
Cc1ccc(C(N)=Nc2ccccc2)cc1
    -4, -3, -0.6, 4, 2, 3, -2, -8, -1, 2
CCOc1ccc(CCNC(=O)COC(=O)c2ccc(OC)c(OC)c2OC)cc1OCC
    0, -1, 0.1, 2, -1, 16, -1, -1, 0, 0
CCOC(=O)c1cnn(-c2cc(C(C)(C)C)nc3c(-c4ccccc4)c(C)nn23)c1N
    7, -2, 0.1, -8, 2, -1, -3, 1, -5, 6
Cc1cccc2cc(CN(Cc3ccc(F)cc3)Cc3nnnn3C3CCCC3)c(=O)[nH]c12
    -8, 0, 0.3, 7, 2, 7, 0, 3, -3, 1
NS(=O)(=O)c1ccc2c(c1)C(=NO)c1cc(S(N)(=O)=O)ccc1-2
    1, 5, 5.3, 9, -8, -33, -7, -8, -2, 4
Cc1ccccc1Cn1ccc(NC(=O)c2cc3nc(-c4ccco4)cc(C(F)(F)F)n3n2)n1
    3, -3, -0.6, 1, 0, -9, -1, -2, -1, 0
CC1(C)Cc2c(sc3nnn(Cc4ccccc4)c(=O)c23)CO1
    3, 0, -0.3, 10, 4, 1, -5, 5, -3, 6
O=C(N/N=C/c1ccc(-c2ccc([N+](=O)[O-])cc2)o1)[C@H]1C[C@@H]1c1ccccc1
    6, 1, 0.0, -3, 3, -9, -1, -1, 2, 1
C/C(=N\NC(=O)c1nnn(-c2nonc2N)c1CSc1ccccc1)c1cccnc1
    0, 0, 0.2, -1, -2, 0, -3, -1, -1, -3
O=C(NCC1CCCCC1)c1cccnc1
    5, -2, 0.3, -9, -5, 4, -1, 0, -3, 7
CCCC(CCC)C(=O)O
    5&1, -4&-3, 0.0&-0.1, -7&-3, 5&-2, -1&0, 1&-1, 2&-1, -1&-2, 7&-2
CCOC(=O)C(Cc1ccnnc1)=NO
    -7, -2, -0.1, -1, -9, -1, -3, 2, 3, 0
COc1cccc(N2CC(C(=O)Nc3nnc(SCC(=O)Nc4ccc(NC(C)=O)cc4)s3)CC2=O)c1 (stereo not drawn)
    -8, 8, 0.3, 1, 4, -11, -3, -4, 2, 6
Cc1nc(C(=O)N2CCc3c([nH]c4ccccc34)C2c2ccccn2)cs1 (stereo not drawn)
    -1, 0, -0.3, 6, 1, 0, -1, -2, 0, 4
COc1ncccc1C(=O)Nc1c(-c2ccccc2)[nH][nH]c1=O
    -6, 2, 0.5, 15, -7, -2, -2, -5, 4, 2
COc1cc(=O)oc(C=O)c1C
    5, -2, 0.2, -1, -3, -5, -3, 2, -1, 4
Cc1ccc(NC(=O)Cn2ccsc2=N)c([N+](=O)[O-])c1
    4, -1, 0.1, 5, -9, 0, 3, 3, 2, 5
Cc1ccc(NC(=S)Nc2ccc3cn[nH]c3c2)cc1C
    11, -4, -0.6, 10, 5, 5, -7, -7, 3, 6
O=C(NC(c1ccc(Cl)cc1)c1ccsc1)C1CCN(CCOc2ccc(Cl)cc2)CC1 (stereo not drawn)
    -4, -4, 0.5, -3, -5, -8, 0, 2, 2, -2
COC(=O)C1=NNC2(c3ccc(Cl)cc3)C(=O)N(c3ccccc3)C(=O)C12 (stereo not drawn)
    3, -3, 0.0, -4, -4, -2, 0, 4, 0, 3
Cc1ccccc1NS(=O)(=O)c1ccc(C(=O)N2CCN(c3ccccn3)CC2)cc1
    0, -2, 0.1, 1, 3, -5, 1, -1, 4, 0
CCOc1ccc(S(=O)(=O)NCc2cccnc2)cc1C(C)C
    6, -4, 0.2, -12, 0, 0, 4, 0, 4, -1
O=C(COC(=O)c1ccco1)Nc1cc(S(=O)(=O)N2CCCCC2)ccc1Cl
    0, -3, 0.3, -1, 6, -1, 0, -7, 3, 8
FC(F)(F)c1ccccc1C1=CC(c2ccccc2)n2ncnc2N1 (stereo not drawn)
    10, 0, 25*, 0, 0, 6, -1, -1, 3, -2
O=C(NNC(=O)c1ccccn1)c1ccc(OC(F)F)cc1
    -1, 5, -0.1, 1, -1, 2, 2, 5, -7, 2
O=C(NCc1ccncc1)C1CCCN(S(=O)(=O)c2cc(Cl)ccc2Cl)C1 (stereo not drawn)
    -1, 0, 1.2, 8, -3, 4, 0, 3, 1, 0
CCOc1cccc(/C=N/NC(=O)C2CCCC2)c1O
    4, -2, -17, 7, -8, 2, 3, -1, -3, 2
C/C(=N/NS(=O)(=O)c1cc(C)ccc1C)c1ccncc1
    7, 0, 0.3, -4, 1, 5, -1, -5, 2, 0
COc1ccccc1OC(=O)c1cc(Cl)nc2ccccc12
    -3, -1, -0.6, 6, -2, 3, 0, 3, -2, -2
COc1ccc(-c2csc3[nH]c(=S)n(-c4ccccc4)c(=O)c23)cc1OC
    3, 1, 0.3, 4, -3, 1, -3, 3, 0, 6
O=S(=O)(c1cnc(Cl)c(Br)c1)N1CCN(c2ncccn2)CC1
    5, 2, 0.2, 7, 3, -5, 1, 3, -3, -10
CCCCCOc1ccc(C(=O)CCC(=O)Nc2ccc(NC(C)=O)cc2)cc1
    1, -2, 0.0, 10, -2, 0, -1, -6, 4, 7
CC(C(=O)Nc1ccccc1Cl)c1ccc([N+](=O)[O-])cc1 (stereo not drawn)
    4, -1, 0.3, 8, -3, 0, -1, 2, -2, 1
CSc1nnc2c(n1)OC(c1cccn1C)N(C(C)=O)c1ccccc1-2 (stereo not drawn)
    -5, -1, -0.1, 0, 3, -6, 1, 6, 3, 5
Cc1ccc(/C=C2/C(=O)c3ccc(C(=O)O)cc3C2=O)o1
    -6, 41*, 0.1, 26*, -3, -23, 78*, 22*, 69*, 4
O=C(Nc1ccc(C(F)(F)F)cc1)c1cccnc1N1CCOCC1
    7, 0, 0.7, -2, -3, 1, 2, 1, 0, -12
